NRP1-CendR mod = alters CendR peptide binding to human NRP-1. FAM-RPARPAR peptide binding to NRP-1, fluorescence polarization. inhibition, % at 25 µM. 360,000 tested, 0.85% active. AID 602438;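 active means inhibition or corrected inhibition above about 18%, plus a signal ratio from 0.5 to 1.5, limit read from the data, passing the limit was not always enough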; further: strong numbers were not always called active
Tb MetRS inh = Trypanosoma brucei MetRS inhibition; purified T. brucei MetRS, ATP depletion, Kinase-Glo luminescence; inhibition, % at 11.9 µM; 360,000 tested, 0.4% active; AID 624268;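 active means inhibition above a per-plate cutoff of the control wells' mean inhibition plus 3 SD, cut at about 5.5% in these data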;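 further: 0% = DMSO wells median and 100% = median of wells with control inhibitor compound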
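Dosing: 11.9 µM single point; system: parasite MetRS enzyme; technique: luminescence of leftover ATP; times: 15 min enzyme-compound preincubation, 2 h reaction, 10 min detection, 25 °C; replicates: each compound tested once; read-out basis: percent inhibition relative to median high and low control wells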
Scp1 inh = inhibitors of human Scp-1 phosphatase | Q9GZU7 | Recombinant Scp1, phosphopeptide, malachite green phosphate absorbance | inhibition, % at 20 µM | 340,000 tested, 0.88% active | AID 493091;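 active means inhibition above about 50% at 20 µM, limit read from the data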;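 further: plate controls were DMSO wells with enzyme for no effect and wells lacking enzyme for full effect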
Target sequence (Q9GZU7 76-261 limits assumed): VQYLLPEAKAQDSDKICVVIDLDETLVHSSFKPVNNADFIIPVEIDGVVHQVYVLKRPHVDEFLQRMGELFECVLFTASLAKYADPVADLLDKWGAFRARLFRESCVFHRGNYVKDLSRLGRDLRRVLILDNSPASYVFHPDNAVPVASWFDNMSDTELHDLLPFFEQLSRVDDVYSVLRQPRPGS
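Incubation: 45 min enzyme reaction at room temperature / System: truncated SCP-1 phosphatase (76-261aa) / Reagent: Phospho 17-mer peptide substrate / Buffer or medium: Acidic Tris acetate buffer with magnesium and detergent / Signal: absorbance at 630 nm / Doses: one concentration, 20 µM, with 1.0% DMSO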
MsrA inhibitor = bovine MsrA inhibition. inhibition, % at 15.5 µM. 360,000 tested, 0.75% active. purified bovine MsrA, absorbance read-out; in the data active means inhibition above about 4.5%;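 further: 0% = vehicle wells with enzyme and 100% = reference inhibitor wells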
DNMT1 block = inhibitors of human DNMT1; 360,000 tested, 0.83% active; inhibition (reported as % activation of signal), % at 10 µM; DNMT1 molecular beacon, Hinp1I cleavage, fluorescence; P26358; in the data active means inhibition above about 50%
bovine MsrA act = activates bovine MsrA enzyme; activation, % at 10.6 µM; 360,000 tested, 0.3% active; purified bovine MsrA, absorbance read-out; AID 602163; in the data active means activation above about 7.5%;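 further: 0% = vehicle and 100% = reference activator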
eLon inh = inhibits E. coli Lon protease. P0A9M0. purified E. coli Lon protease, fluorescence polarization. inhibition, % at 7.94 µM. 360,000 tested, 0.42% active. AID 602123; in the data active means inhibition above about 13%, passing the limit was not always enough;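 further: 0% = enzyme with probe and DMSO and 100% = no enzyme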
Target sequence (P0A9M0 whole entry, looked up): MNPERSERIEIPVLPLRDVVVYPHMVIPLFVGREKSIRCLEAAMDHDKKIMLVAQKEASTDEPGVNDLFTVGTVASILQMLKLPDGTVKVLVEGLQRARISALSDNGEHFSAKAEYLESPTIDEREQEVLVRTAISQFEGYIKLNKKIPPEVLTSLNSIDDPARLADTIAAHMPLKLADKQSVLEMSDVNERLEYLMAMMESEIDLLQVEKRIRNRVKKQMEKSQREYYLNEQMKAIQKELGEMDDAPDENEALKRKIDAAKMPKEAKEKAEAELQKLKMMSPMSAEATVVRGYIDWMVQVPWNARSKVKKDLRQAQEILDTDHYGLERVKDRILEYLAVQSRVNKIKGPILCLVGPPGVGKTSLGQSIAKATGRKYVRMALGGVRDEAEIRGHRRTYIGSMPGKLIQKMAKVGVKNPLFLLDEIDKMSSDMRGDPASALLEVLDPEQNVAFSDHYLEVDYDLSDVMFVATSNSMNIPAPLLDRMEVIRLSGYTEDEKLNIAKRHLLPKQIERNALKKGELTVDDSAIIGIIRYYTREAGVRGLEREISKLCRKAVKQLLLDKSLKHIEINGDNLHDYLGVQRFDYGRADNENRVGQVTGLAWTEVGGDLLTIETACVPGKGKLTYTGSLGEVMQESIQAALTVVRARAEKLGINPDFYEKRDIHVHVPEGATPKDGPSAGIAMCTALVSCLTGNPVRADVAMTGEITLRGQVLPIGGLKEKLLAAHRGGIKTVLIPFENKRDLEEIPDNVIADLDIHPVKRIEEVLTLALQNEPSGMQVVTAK
STEP inh = blocks human striatal-enriched tyrosine phosphatase; P54829; recombinant STEP, OMFP fluorogenic substrate, fluorescence; inhibition, % at 20 µM; 360,000 tested, 0.25% active; AID 588621;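 active means inhibition at 20 µM, scaled per plate between control wells, above about 37%, limit read from the data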;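 further: 0% = DMSO with enzyme and substrate and 100% = substrate only without enzyme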
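Material: STEP (striatal-enriched tyrosine phosphatase) enzyme, cell-free; Compound dosing: 20 µM single dose in 1% DMSO; Technique: fluorescence read at 480 nm ex / 540 nm em; Times: reaction 20 min, ambient temperature; Medium: 50 mM Bis-Tris pH 6.0 with 2.5 mM DTT and 0.005% Tween 20; Also added: OMFP at 25 µM.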
LMPTP inh = LMPTP (human) inhibition | 360,000 tested, 0.22% active | AID 651560 | inhibition, % at 20 µM | recombinant LMPTP-A, OMFP fluorogenic substrate, fluorescence intensity;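 active means compounds that cut the enzyme signal by at least half of the control window in the single-dose screen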;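 further: plate controls were DMSO wells with enzyme plus substrate for no effect and substrate without enzyme for full effect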
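Assay system: LMPTP-A, protein tyrosine phosphatase of low molecular weight / Medium: pH 6.0 Bis-Tris buffer with DTT and Triton X-100 / Schedule: 50 min enzyme reaction at room temperature, protected from light / Measured by: endpoint fluorescence intensity from OMFP dephosphorylation / Read-out basis: % inhibition relative to no-enzyme and uninhibited control wells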
SUMO1 PPI mod = modulators of human SUMO1-mediated protein-protein interactions | P63165 | AID 602429 | SUMO1 binding to a labelled peptide, TR-FRET, 1 h | inhibition, % at 20 µM | 360,000 tested, 0.33% active; in the data active means inhibition above about 37%
Target sequence (P63165 whole entry, looked up): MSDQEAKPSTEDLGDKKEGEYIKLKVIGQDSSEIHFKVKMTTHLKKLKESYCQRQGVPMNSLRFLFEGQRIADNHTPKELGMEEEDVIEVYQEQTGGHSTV
* marks the source's active call; other numbers are inactive results; x = not tested or not shown. An unsorted share of the library. About 4.3% of those tested had a hit in this group.

SMILES	NRP1-CendR mod	Tb MetRS inh	Scp1 inh	MsrA inhibitor	DNMT1 block	bovine MsrA act	eLon inh	STEP inh	LMPTP inh	SUMO1 PPI mod
Cc1c(N(C)S(=O)(=O)c2ccc(Cl)c(C(=O)NCC3CCCO3)c2)c(=O)n(-c2ccccc2)n1C (stereo not drawn)	8	-0.2	-10	-0.7	3	-2	-7	0	-0.8	-3
CCc1ccc([C@@H]2CC=C(C(=O)O)[C@H](c3cccc(Cl)c3)N2S(=O)(=O)c2ccc(C)cc2)cc1	-20	-0.2	-17	0.2	3	0	-1	1	2.4	10
CCOc1ccc(C(C(=O)NC2CCCC2)N(C(=O)CNC(=O)c2ccco2)c2cccnc2)cc1 (stereo not drawn)	-3	0.5	-9	1.3	-1	-2	2	0	0.4	-1
c1ccc(OCc2nnc3sc(C4COc5ccccc5O4)nn23)cc1 (stereo not drawn)	-27	-0.1	37	-0.8	32	-1	6	5	6.1	9
O=C(CSc1nnnn1-c1ccccc1F)Nc1nc2ccccc2s1	-8	-0.8	-5	1.8	7	-9	1	-1	-0.3	-3
Cc1ccc(OCC(=O)NNC(=S)NC(=O)C(C)(C)C)c(Br)c1	10	0.0	1	-0.6	4	-5	1	-1	0.0	6
c1ccc(-c2csc(Cc3nnc4n3CCCCC4)n2)cc1	4	-0.5	-2	-1.3	1	-3	-2	-1	-0.4	-2
COC(=O)c1ccc(NC(=O)c2cccnc2)cc1	10	-0.5	-1	-0.6	-1	0	7	1	-1.2	-3
Cc1[nH][nH]c(=O)c1C(c1cc2c(cc1Br)OCO2)c1c(C)[nH][nH]c1=O	16	-0.1	-5	2.1	-17	-3	-2	-5	6.6	1
CC(=O)N(C)c1cccc([N+](=O)[O-])c1	4	-0.4	-6	-1.1	-1	-3	5	2	-1.3	-6
CSc1ccc(-c2nc3cnccn3c2Nc2ccc3c(c2)OCO3)cc1	-7	-0.3	-4	x	-16	-5	-2	4	5.0	-8
COCCOC(=O)c1c(NC(=O)COC(=O)c2ccc(C)o2)sc(C(N)=O)c1C	7	-0.3	4	0.2	8	3	6	3	0.3	7
Cc1ccc(S(=O)(=O)Nc2cc(=O)[nH]c(SCC(=O)Nc3cccc(C)c3)n2)cc1	1	-0.4	-2	2.6	2	-5	-4	-2	-2.3	7
COc1ccc(OC)c(S(=O)(=O)N2CCN(c3ccccc3)CC2)c1	3	-1.1	-2	-0.4	2	-2	-3	1	1.8	1
CCN(c1ccccc1)S(=O)(=O)c1nnc(NC(=O)C(C)(C)C)s1	8	-0.9	6	-0.1	0	-9	2	0	-0.5	5
COc1cccc(C(=O)N2CCC2(C)C(=O)O)c1 (stereo not drawn)	-11	-0.2	x	0.1	5	-6	1	-3	-2.5	3
CCCCN(Cc1ccccc1)S(=O)(=O)c1ccc2[nH]c(=O)oc2c1	4	-0.6	-3	-1.4	-5	1	6	2	2.3	1
CC(=O)c1cc2c(cc1N/C(=N/S(=O)(=O)c1ccc(Br)cc1)c1ccccc1)OCO2	-1	-0.2	-3	0.6	19	0	-2	1	4.6	-8
COc1ccc(Cn2ccnc2SCC(=O)Nc2cccc(NC(C)=O)c2)cc1	-2	-1.1	-12	0.6	-2	-4	-3	0	-0.3	2
O=C(COC(=O)CSc1nnc(-c2ccc(Cl)cc2)o1)Nc1cc(Cl)cc(Cl)c1	-3	-0.6	-7	-2.0	4	-4	0	-3	0.5	1
Cc1ccc(SCC2=NN(c3nc(C)cc(C)n3)C(=O)C2)cc1	7	-1.2	-4	-0.5	1	-7	12	-1	0.9	4
CC(C)(C)NC(=O)CSc1nc2ccccc2n1-c1ccccc1	-14	-0.1	-2	-0.6	-4	-3	-12	10	-1.1	-4
COCCN=C(NS(=O)(=O)c1cccs1)c1ccccc1Cl	5	-0.2	-6	0.8	4	-3	2	4	-0.7	3
Nc1ccc(S(=O)(=O)NNC(=O)C(=O)NNc2ccccc2)cc1	5	-0.9	3	-1.0	8	-7	14	-1	-3.6	1
O=[N+]([O-])c1cc(-c2ccc(/C=N/c3nc4ccccn4c3-c3ccco3)o2)ccc1Cl	21	0.1	-5	3.8	-14	-5	27*	7	5.3	-10

Five compounds from above with just eLon inh and Scp1 inh:
canonical_smiles	eLon inh	Scp1 inh
CCCCN(Cc1ccccc1)S(=O)(=O)c1ccc2[nH]c(=O)oc2c1	6	-3
CC(=O)c1cc2c(cc1N/C(=N/S(=O)(=O)c1ccc(Br)cc1)c1ccccc1)OCO2	-2	-3
COc1ccc(Cn2ccnc2SCC(=O)Nc2cccc(NC(C)=O)c2)cc1	-3	-12
O=C(COC(=O)CSc1nnc(-c2ccc(Cl)cc2)o1)Nc1cc(Cl)cc(Cl)c1	0	-7
Cc1ccc(SCC2=NN(c3nc(C)cc(C)n3)C(=O)C2)cc1	12	-4

Other results.
SMILES	NRP1-CendR mod	Tb MetRS inh	Scp1 inh	MsrA inhibitor	DNMT1 block	bovine MsrA act	eLon inh	STEP inh	LMPTP inh	SUMO1 PPI mod
Cc1cccc(-c2cc(C(=O)NCc3ccccn3)c3ccccc3n2)c1	-9	0.5	-2	0.7	1	-3	-1	-2	-0.9	-13
O=C(c1cc(Cl)nc2ccccc12)N1CCN(Cc2ccc3c(c2)OCO3)CC1	11	-0.3	-5	-0.7	3	-2	-8	-3	0.2	1
COc1cccc(/C=N/Nc2nc3ccccc3[nH]2)c1OC	-12	2.2	-4	2.8	1	-4	9	1	0.8	-8
CCC(C(=O)NCc1ccco1)n1nc(C)c2c(C)n(-c3ccccc3)nc2c1=O (stereo not drawn)	3	-0.2	32	0.5	5	-4	-2	0	0.2	-10
CC(=O)Nc1ccc(CNc2nc(NCCN(C)C)nc3cc(-c4ccccc4)sc23)cc1	-10	-0.2	x	0.9	-14	0	-11	10	1.9	-54
CC1CC(C)CN(S(=O)(=O)c2ccc(C(=O)N3CCCC3)cc2)C1 (stereo not drawn)	5	-0.7	9	0.3	1	-7	2	0	0.4	-1
O=C1C(=O)N(CCS(=O)(=O)c2ccccc2)c2ccccc21	2	0.0	-9	1.8	-7	-3	1	-2	0.6	-35
COc1ccc(C(NC(C)=O)c2nccc3cc(OC)c(OC)cc23)cc1OC (stereo not drawn)	2	-0.8	1	-0.3	0	0	10	0	-1.6	-2
O=C(CCN(NC(=O)c1ccccc1)C1=NS(=O)(=O)c2ccccc21)NC1CCCCC1	2	0.5	-8	1.2	3	-4	-3	-3	0.1	3
O=C(O)CN1C(=O)CNC1=O	4	0.0	0	-0.5	2	-6	-10	3	-1.5	-2
CN(C(=O)c1ccccc1C(=O)OCC(=O)Nc1ccc(S(N)(=O)=O)cc1)c1ccccc1	2	-0.5	1	0.6	-2	-2	6	-1	-0.7	-1
C=CCc1ccccc1OCC(=O)NNC(=S)NCc1ccccc1	21	0.2	-7	1.0	1	-3	13	1	1.9	-4
CCC(c1nnc(SCC(=O)NC23CC4CC(CC(C4)C2)C3)o1)N(C)C (stereo not drawn)	8	-0.7	-3	-0.4	0	2	2	3	-3.3	0
CCOC(=O)c1ccc2ncc(-c3ccccc3)nc2c1	0	-1.5	1	-1.1	3	-8	-6	3	1.5	-27
Cc1nc2cc(NS(=O)(=O)c3ccc(Br)cc3)ccc2n1C	0	-0.8	2	0.2	-9	-1	3	-4	-0.6	2
O=C(CSc1nnc(-c2ccco2)o1)NC1CCCCCC1	-6	0.0	-13	-0.7	-1	3	7	2	-1.8	3
CN(C(=O)CN1C(=O)S/C(=C\c2ccccc2Cl)C1=O)C1CCS(=O)(=O)C1 (stereo not drawn)	4	0.1	-5	1.1	4	-4	12	-1	-0.3	-30
Cc1ccc(/C=C(\C#N)C(=O)Nc2c(C)cccc2C)s1	-118	-0.6	10	7.1*	-2	-4	-34	0	-0.3	-22
NC(N)=Nc1nc2ccc([N+](=O)[O-])cc2[nH]1	-6	0.1	-21	1.0	1	-7	-8	0	-1.2	-29
OC(c1ccc(-c2ccccc2)cc1)c1ncc(-c2ccccc2Cl)[nH]1 (stereo not drawn)	-9	-0.1	x	-1.1	-7	-1	6	-1	2.6	5
O/N=C1/CCSc2ccccc21	6	-0.3	3	1.0	2	-2	-3	2	-2.5	-2
CC(=O)COc1ncnc2c(Cl)cc(Cl)cc12	1	-0.1	-3	1.5	-1	-3	-9	0	2.1	-1
CC(=O)N1CCN=C1SCc1cccc(C(F)(F)F)c1	0	0.1	-3	-0.2	5	-4	0	-3	0.4	2
CC(NC(=O)C1CCC(CNS(=O)(=O)c2ccccc2)CC1)c1ccccc1 (stereo not drawn)	3	-0.8	-12	-0.1	2	1	-8	0	-0.4	3
Clc1ccc2c(c1)Nc1ccccc1CC2	4	-0.5	-10	-0.3	-2	-6	14	1	3.6	4

The list continues.
SMILES	NRP1-CendR mod	Tb MetRS inh	Scp1 inh	MsrA inhibitor	DNMT1 block	bovine MsrA act	eLon inh	STEP inh	LMPTP inh	SUMO1 PPI mod
Cc1cc(C)c2nc(Cl)c(Cl)nc2c1	-14	-0.3	-4	0.0	8	-2	-1	0	-0.5	-12
O=C(c1c(F)cccc1F)N1CCN=C1SCc1ccccc1	3	-0.2	-7	-0.8	9	-5	4	-2	0.7	4
CCc1nc(C)cc2c1sc1ccccc12	5	1.2	-4	-0.1	1	-2	-4	-1	6.7	2
CC(=O)Nc1ccc(NC(=O)CSc2ccc3nnc(-c4cccnc4)n3n2)cc1	-3	-0.1	4	1.8	4	-4	-14	0	-0.1	9
CCOc1ccccc1NC(=O)C(OC(=O)c1ccc(N(C)C)cc1)c1ccccc1 (stereo not drawn)	-6	0.4	-8	-0.4	-6	-3	-7	1	5.0	-4
CCC1CCCCN1C(=O)c1c[nH]c2ccc(S(=O)(=O)N(C)c3ccc(Cl)cc3)cc2c1=O (stereo not drawn)	-9	0.9	-5	0.5	-6	-2	0	2	0.6	6
CC(c1ccccc1)N1C(=O)CC(Sc2ncccc2C(=O)O)C1=O (stereo not drawn)	12	-2.3	-6	0.6	7	-14	-5	-1	-3.2	-1
CCC(C)c1ccccc1N1CC(C(=O)NCCCn2nc(C)cc2C)CC1=O (stereo not drawn)	-9	-0.5	-2	0.5	0	-2	-5	5	-2.3	2
COc1ccc(N=c2cc(-c3ccc(O)cc3)oc3ccccc23)cc1	-9	0.3	1	0.7	15	-3	-1	-2	30	-22
COc1ccc(-c2cnc(SCC(=O)Nc3ccc4c(c3)OCO4)n2Cc2ccco2)cc1	-4	0.1	12	-0.1	-1	-2	-2	1	4.9	1
CCCC[C@@H]1CCCO[C@@](C(=O)NCc2ccccn2)(C(F)(F)F)C1	-10	0.2	-6	-1.1	0	-13	20	-1	-0.1	2
